# Assay outcomes (PubChem)
# Mtb BioA inh: inhibitors of Mycobacterium tuberculosis BioA enzyme | purified M. tuberculosis BioA enzyme, plate reader | inhibition, % at 9.99 µM | hit rate 0.096% among 360,000; in the data active means inhibition above about 40%
# TcdB GH inh: TcdB glycohydrolase inhibition | TcdB glycohydrolase enzymatic assay, plate reader | inhibition, % at 9.99 µM | hit rate 0.24% among 350,000; in the data active means inhibition above about 10%
# Target sequence (P18177 whole entry, looked up): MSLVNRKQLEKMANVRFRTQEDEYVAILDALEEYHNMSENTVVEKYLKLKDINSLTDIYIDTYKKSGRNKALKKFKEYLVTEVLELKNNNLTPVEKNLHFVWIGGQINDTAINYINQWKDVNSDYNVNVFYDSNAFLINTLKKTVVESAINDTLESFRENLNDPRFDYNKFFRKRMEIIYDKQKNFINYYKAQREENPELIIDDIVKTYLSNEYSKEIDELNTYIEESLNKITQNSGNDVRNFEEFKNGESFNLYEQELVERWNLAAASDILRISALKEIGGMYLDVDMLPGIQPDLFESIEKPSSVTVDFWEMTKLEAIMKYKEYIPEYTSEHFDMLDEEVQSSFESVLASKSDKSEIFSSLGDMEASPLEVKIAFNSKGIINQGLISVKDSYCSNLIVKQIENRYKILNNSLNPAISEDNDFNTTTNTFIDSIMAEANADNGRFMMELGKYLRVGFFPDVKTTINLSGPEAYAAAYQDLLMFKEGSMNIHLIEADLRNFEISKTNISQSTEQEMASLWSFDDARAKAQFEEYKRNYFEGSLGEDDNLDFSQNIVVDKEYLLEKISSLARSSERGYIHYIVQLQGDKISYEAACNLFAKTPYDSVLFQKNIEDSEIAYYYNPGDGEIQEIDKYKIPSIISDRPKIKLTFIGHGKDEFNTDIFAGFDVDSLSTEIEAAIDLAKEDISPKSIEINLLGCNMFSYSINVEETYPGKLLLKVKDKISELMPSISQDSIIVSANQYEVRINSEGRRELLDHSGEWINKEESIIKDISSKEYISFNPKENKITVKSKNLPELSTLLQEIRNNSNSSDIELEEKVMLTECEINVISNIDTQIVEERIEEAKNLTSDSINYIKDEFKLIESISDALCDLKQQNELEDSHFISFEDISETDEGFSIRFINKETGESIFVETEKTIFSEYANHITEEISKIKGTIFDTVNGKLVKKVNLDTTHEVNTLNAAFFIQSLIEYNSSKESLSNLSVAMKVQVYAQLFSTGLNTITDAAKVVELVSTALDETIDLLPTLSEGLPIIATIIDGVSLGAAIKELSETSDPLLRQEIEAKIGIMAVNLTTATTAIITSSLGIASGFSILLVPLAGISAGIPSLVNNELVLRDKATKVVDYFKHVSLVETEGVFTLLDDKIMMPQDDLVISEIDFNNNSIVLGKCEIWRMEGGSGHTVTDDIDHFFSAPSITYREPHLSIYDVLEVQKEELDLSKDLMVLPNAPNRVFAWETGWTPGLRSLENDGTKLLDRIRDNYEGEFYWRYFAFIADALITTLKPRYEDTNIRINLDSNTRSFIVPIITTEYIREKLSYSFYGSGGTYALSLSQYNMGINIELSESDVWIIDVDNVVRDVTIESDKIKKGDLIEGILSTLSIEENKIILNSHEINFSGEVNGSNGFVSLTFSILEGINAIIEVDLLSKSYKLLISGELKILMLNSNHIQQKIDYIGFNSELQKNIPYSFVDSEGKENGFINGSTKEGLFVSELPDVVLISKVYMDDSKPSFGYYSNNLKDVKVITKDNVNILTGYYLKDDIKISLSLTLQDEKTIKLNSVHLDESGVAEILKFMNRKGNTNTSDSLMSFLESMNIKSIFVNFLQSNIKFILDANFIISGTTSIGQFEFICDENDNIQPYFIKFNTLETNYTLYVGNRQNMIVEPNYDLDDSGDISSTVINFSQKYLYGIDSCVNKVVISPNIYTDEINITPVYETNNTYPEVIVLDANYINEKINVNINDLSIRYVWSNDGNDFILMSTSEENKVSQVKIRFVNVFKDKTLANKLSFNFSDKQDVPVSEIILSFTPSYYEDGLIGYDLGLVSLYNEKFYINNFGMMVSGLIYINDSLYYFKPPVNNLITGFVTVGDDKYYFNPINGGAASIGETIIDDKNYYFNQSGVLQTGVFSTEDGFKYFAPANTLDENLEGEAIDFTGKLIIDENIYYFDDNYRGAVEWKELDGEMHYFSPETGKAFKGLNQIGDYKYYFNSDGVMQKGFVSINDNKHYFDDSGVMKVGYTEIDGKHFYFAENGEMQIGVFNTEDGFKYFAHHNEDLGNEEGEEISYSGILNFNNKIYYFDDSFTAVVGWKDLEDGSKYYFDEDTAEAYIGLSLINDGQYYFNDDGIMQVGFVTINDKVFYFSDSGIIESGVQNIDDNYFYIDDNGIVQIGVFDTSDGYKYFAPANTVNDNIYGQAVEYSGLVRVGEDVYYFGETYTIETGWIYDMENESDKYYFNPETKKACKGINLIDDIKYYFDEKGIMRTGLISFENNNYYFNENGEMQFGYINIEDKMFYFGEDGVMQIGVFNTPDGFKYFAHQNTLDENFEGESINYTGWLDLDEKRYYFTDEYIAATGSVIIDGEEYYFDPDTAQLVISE
# * marks the source's active call; other numbers are inactive results; & = joins results of further samples.
nr	canonical_smiles	TcdB GH inh	Mtb BioA inh
1	CCCN(C)C[C@H]1OCCCC[C@@H](C)Oc2ccc(NC(=O)NC3CCCCC3)cc2C(=O)N([C@@H](C)CO)C[C@H]1C	-1.5	-0.8
2	C[C@@H]1CN([C@H](C)CO)C(=O)Cc2cc(NC(=O)c3ccncc3)ccc2O[C@H]1CN(C)C(=O)Nc1ccc2c(c1)OCO2	-1.5	-3.5
3	CCCC#Cc1cnc2c(c1)C(=O)N([C@@H](C)CO)C[C@@H](C)[C@@H](CN(C)Cc1ccc(F)cc1)O2	1.7	1.0
4	CC(=O)N(C)C[C@@H]1[C@@H](c2ccc(-c3cccc(C#N)c3)cc2)[C@H](CO)N1C(C)=O	-0.7	6.8
5	CCN1[C@@H]2Cn3c(ccc(-c4ccccc4F)c3=O)[C@H]1[C@@H](C(=O)NCCOC)[C@@H]2CO	1.4	-2.5
6	O=C(NC[C@@H]1N[C@@H](CO)[C@H]1c1ccc(-c2cccnc2)cc1)C1CCCC1	1.5	2.4
7	Cc1ccc(S(=O)(=O)Nc2ccc3c(c2)C(=O)N([C@H](C)CO)C[C@H](C)[C@@H](CN(C)Cc2ccncc2)O3)cc1	0.4	-0.8
8	C[C@H](CO)N1C[C@H](C)[C@H](CN(C)Cc2ccc(C(=O)O)cc2)OCCCC[C@H](C)Oc2ccc(NC(=O)c3ccncc3)cc2C1=O	1.3	1.3
9	N#C[C@H]1[C@@H](c2ccccc2)[C@H](CO)N1C(=O)c1cc(Cl)cc(Cl)c1	0.3	3.9
10	Cc1cccc(S(=O)(=O)N2C[C@@H](O)COC[C@H]3O[C@H](CC(=O)NCc4ccc5c(c4)OCO5)CC[C@@H]32)c1	0.5	-1.2
11	CCC(=O)Nc1ccc2c(c1)C(=O)N(C)C[C@@H](OC)[C@H](C)CN[C@@H](C)CO2	-5.4	-2.6
12	CC(=O)N1CCCCN2[C@H](C1)[C@@H](c1ccc(-c3ccc(C)cc3)cc1)[C@@H]2CO	-0.4	0.3
13	O=C(C[C@H]1CC[C@@H]2[C@H](COC[C@@H](O)CN2Cc2ccc(Cl)cc2)O1)NCCc1ccccc1	-0.3&-0.5	0.8
14	O=C(C[C@H]1C[C@H]2c3cc(NC(=O)C4CCOCC4)ccc3O[C@H]2[C@H](CO)O1)NCc1ccc(Oc2ccccc2)cc1	-1.2	-3.7
15	Cc1noc(C)c1NC(=O)Nc1ccc2c(c1)C(=O)N([C@@H](C)CO)C[C@@H](C)[C@H](CN(C)Cc1ccncc1)OCCCC[C@H](C)O2	0.2	-1.0
16	C[C@H](NC(=O)C[C@H]1CC[C@H]2[C@@H](COC[C@H](O)CN2C(=O)Nc2cc(Cl)cc(Cl)c2)O1)c1ccccc1	-9.5	11.1
17	COc1ccc(NC(=O)N(C)C[C@@H]2Oc3ccc(NC(=O)Nc4ccc(C(F)(F)F)cc4)cc3CC(=O)N([C@H](C)CO)C[C@@H]2C)cc1	-0.9	0.1
18	Cc1ccc(S(=O)(=O)Nc2ccc3c(c2)C(=O)N([C@H](C)CO)C[C@H](C)[C@H](CN(C)Cc2ccc(C(F)(F)F)cc2)OCCCC[C@H](C)O3)cc1	0.8	-0.2
19	C[C@@H]1CCCCO[C@H](CN(C)C(=O)Cc2ccccc2)[C@@H](C)CN([C@H](C)CO)C(=O)c2cc(NC(=O)CCCN(C)C)ccc2O1	0.4	-1.1
20	C[C@@H]1CN([C@@H](C)CO)C(=O)Cc2cc(NC(=O)CCC(F)(F)F)ccc2O[C@H]1CN(C)Cc1ccc(C(F)(F)F)cc1	-1.5	-1.3
21	CO[C@@H]1CN(C)C(=O)c2ccc(NC(=O)C3CC3)cc2OC[C@@H](C)N(CC2CC2)C[C@@H]1C	0.3	1.0
22	O=C(N[C@H]1C=C[C@@H](CC(=O)N2CCCCC2)O[C@@H]1CO)c1cccc(F)c1	-2.6	2.1
23	CNC(=O)C[C@@H]1CC[C@H]2[C@@H](COc3ccc(NC(=O)Nc4ccccc4)cc3C(=O)N2C)O1	-0.2	-0.1
24	CC(C)NC(=O)Nc1ccc2c(c1)CC(=O)N([C@@H](C)CO)C[C@@H](C)[C@@H](CN(C)S(=O)(=O)c1cn(C)cn1)O2	-0.3	-2.2
25	Cc1ccc(S(=O)(=O)N(C)C[C@@H]2Oc3cc(C4=CCCC4)ccc3S(=O)(=O)N([C@H](C)CO)C[C@H]2C)cc1	1.1	-0.8
26	O=C(Cc1ccccc1)N[C@H]1C=C[C@H](CC(=O)N2CCCCC2)O[C@H]1CO	-0.5	-5.8
27	C[C@@H]1CN([C@H](C)CO)C(=O)c2cc(-c3ccc(F)cc3)cnc2O[C@H]1CN(C)Cc1ccc(C(=O)O)cc1	-2.0	-0.7
28	C[C@@H]1CN([C@@H](C)CO)C(=O)c2cc(-c3cncnc3)cnc2O[C@@H]1CN(C)Cc1ccc(F)cc1	0.1	-0.4
29	C[C@H](CO)N1C[C@H](C)[C@@H](CN(C)C)Oc2cc(-c3ccccc3F)ccc2S1(=O)=O	0.0	1.7
30	C[C@H](CO)N1C[C@H](C)[C@@H](CN(C)S(=O)(=O)c2ccccc2)Oc2ccc(NC(=O)Nc3ccc(F)cc3)cc2C1=O	0.1	4.0

# Quoted from the listing.
# entry 22 – TcdB GH inh = -2.6
# entry 28 – TcdB GH inh = 0.1
# entry 29 – TcdB GH inh = 0.0

# Remaining list, next part:
nr	canonical_smiles	TcdB GH inh	Mtb BioA inh
31	C[C@@H]1CN([C@@H](C)CO)C(=O)c2cc(C#CCN(C)C)cnc2O[C@H]1CN(C)Cc1ccc(F)cc1	-1.4	-0.8
32	O=C(C[C@H]1CC[C@@H]2[C@H](COC[C@H](O)CN2Cc2cccc(F)c2)O1)NCc1cccc(F)c1	-1.2&1.2	1.0
33	CC(C)NC(=O)Nc1ccc2c(c1)C(=O)N([C@H](C)CO)C[C@H](C)[C@@H](CN(C)Cc1ccncc1)OCCCC[C@H](C)O2	0.4	-2.4
34	COc1ccc(S(=O)(=O)Nc2ccc3c(c2)C(=O)N([C@H](C)CO)C[C@@H](C)[C@@H](CN(C)S(=O)(=O)c2cccs2)OCCCC[C@H](C)O3)cc1	-1.4	-0.2
35	C[C@@H](NC(=O)C[C@H]1CC[C@@H]2[C@H](COc3ccc(NC(=O)C4CCOCC4)cc3C(=O)N2C)O1)c1ccccc1	-0.8	-0.9
36	COc1ccccc1C(=O)Nc1ccc2c(c1)C(=O)N(C)C[C@@H](OC)[C@H](C)CN(C)[C@@H](C)CO2	1.7	-2.1
37	C=CCOC(=O)[C@H]1[C@@H]2C(=O)O[C@@H](c3ccccc3)[C@@H](c3ccccc3)N2[C@@H](c2ccc(OCCOC(=O)[C@@H]3C[C@@H]4C(=O)N[C@@H](CC(C)C)C(=O)N4[C@@H]3c3ccc(O)cc3)cc2)[C@]12C(=O)Nc1ccc(I)cc12	1.2	-6.5
38	C[C@@H]1CN([C@H](C)CO)C(=O)c2cccc(NS(=O)(=O)c3ccccc3)c2O[C@H]1CN(C)Cc1ccc(C(F)(F)F)cc1	3.3	-0.2
39	CCC(=O)NC[C@@H]1[C@@H](c2ccccc2)[C@@H](CO)N1C(=O)C1CC1	-5.1	-6.8
40	Cc1cccc(S(=O)(=O)N2C[C@H](O)COC[C@H]3O[C@H](CC(=O)Nc4ccc(-c5ccccc5)cc4)CC[C@@H]32)c1	-6.9	0.3
41	C[C@H]1CN([C@@H](C)CO)C(=O)Cc2cc(NS(=O)(=O)c3cn(C)cn3)ccc2O[C@@H]1CN(C)CC1CCCCC1	-0.4	1.4
42	C[C@@H]1CN([C@H](C)CO)C(=O)CCCn2nncc2CO[C@H]1CN(C)C(=O)Nc1ccc2c(c1)OCCO2	-4.0&-0.7	-2.9
43	O=C(NC1CCC1)[C@H]1[C@H](CO)[C@H]2Cn3c(ccc(-c4ccccc4F)c3=O)[C@H]2N1Cc1ccncc1	-1.5	0.2
44	C/C=C/c1ccc2c(c1)O[C@@H](CN(C)CC1CCCC1)[C@H](C)CN([C@H](C)CO)S2(=O)=O	-4.5	-3.6
45	COCC(=O)Nc1ccc2c(c1)OC[C@H](C)N(CCC(F)(F)F)C[C@H](C)[C@@H](OC)CN(C)C2=O	-0.8	-5.5

# Reformatted: entries from further up
# Below each compound – TcdB GH inh, Mtb BioA inh
40) Cc1cccc(S(=O)(=O)N2C[C@H](O)COC[C@H]3O[C@H](CC(=O)Nc4ccc(-c5ccccc5)cc4)CC[C@@H]32)c1
 : -6.9, 0.3
32) O=C(C[C@H]1CC[C@@H]2[C@H](COC[C@H](O)CN2Cc2cccc(F)c2)O1)NCc1cccc(F)c1
 : -1.2&1.2, 1.0
33) CC(C)NC(=O)Nc1ccc2c(c1)C(=O)N([C@H](C)CO)C[C@H](C)[C@@H](CN(C)Cc1ccncc1)OCCCC[C@H](C)O2
 : 0.4, -2.4
35) C[C@@H](NC(=O)C[C@H]1CC[C@@H]2[C@H](COc3ccc(NC(=O)C4CCOCC4)cc3C(=O)N2C)O1)c1ccccc1
 : -0.8, -0.9
31) C[C@@H]1CN([C@@H](C)CO)C(=O)c2cc(C#CCN(C)C)cnc2O[C@H]1CN(C)Cc1ccc(F)cc1
 : -1.4, -0.8

# Along the list, quoted from above.
# Nos. 32 to 42 in Mtb BioA inh read 1.0, -2.4, -0.2, -0.9, -2.1, -6.5, -0.2, -6.8, 0.3, 1.4, -2.9
# Nos. 32 to 42 in TcdB GH inh read -1.2&1.2, 0.4, -1.4, -0.8, 1.7, 1.2, 3.3, -5.1, -6.9, -0.4, -4.0&-0.7

# The list continues:
nr	canonical_smiles	TcdB GH inh	Mtb BioA inh
46	COc1ccc(S(=O)(=O)N(C)C[C@H]2OCCCC[C@@H](C)Oc3ccc(NC(=O)CCC(F)(F)F)cc3C(=O)N([C@@H](C)CO)C[C@H]2C)cc1	0.0	0.7
47	CNC(=O)C[C@H]1CC[C@H]2[C@@H](COc3ccc(NC(=O)c4ccc(F)cc4)cc3C(=O)N2C)O1	0.1	-2.8
48	COc1cccc(NC(=O)N2C[C@@H](O)COC[C@@H]3O[C@H](CC(=O)N(C)C)CC[C@H]32)c1	-0.8	-1.3
49	COCC(=O)Nc1ccc2c(c1)OC[C@@H](C)N(C(=O)CC1CC1)C[C@@H](C)[C@H](OC)CN(C)C2=O	-0.4	-0.9
50	C[C@H](O)C#Cc1ccc2c(c1)O[C@@H](CN(C)Cc1ccncc1)[C@@H](C)CN([C@H](C)CO)S2(=O)=O	-1.4	2.5
51	CNC[C@@H]1Oc2ccc(NS(=O)(=O)c3ccccc3)cc2C(=O)N([C@@H](C)CO)C[C@H]1C	0.7	-2.1
52	O=C(c1cccnc1)N1C[C@@H]2[C@H](c3ccccc31)[C@H](CO)N2C(=O)Nc1ccccc1	-0.4	3.6
53	COc1ccccc1CN1C[C@@H](C)[C@@H](OC)CN(C)C(=O)c2ccc(NC(C)=O)cc2OC[C@H]1C	-0.8	-1.6
54	C[C@@H]1CN([C@@H](C)CO)S(=O)(=O)c2ccc(C3=CCCCC3)cc2O[C@H]1CN(C)C(=O)CN(C)C	-4.6	0.7
55	C[C@H](CO)N1C[C@H](C)[C@H](CN(C)S(C)(=O)=O)Oc2c(NC(=O)Nc3ccc(C(F)(F)F)cc3)cccc2C1=O	0.8	5.2
56	COCC(=O)N(C)C[C@H]1Oc2cc(-c3ccccc3)ccc2S(=O)(=O)N([C@@H](C)CO)C[C@H]1C	0.4	-1.6
57	C[C@@H]1CN([C@H](C)CO)S(=O)(=O)c2ccc(C#Cc3ccccc3)cc2O[C@@H]1CN(C)C(=O)c1ccccn1	-0.2	0.0
58	Cc1cccc(S(=O)(=O)N(C)C[C@@H]2OCc3ccccc3-c3c(n(C)c4ccccc34)C(=O)N([C@@H](C)CO)C[C@H]2C)c1	0.2	1.1
59	COc1ccc(C#Cc2ccc3c(c2)[C@]2(C(=O)N3)[C@H](C(=O)Nc3nc4ccccc4s3)[C@H]3C(=O)O[C@H](c4ccccc4)[C@H](c4ccccc4)N3[C@@H]2c2ccccc2OCCO)cc1	-1.2	-8.6
60	C[C@H]1CCCCO[C@H](CN(C)Cc2ccccc2)[C@@H](C)CN([C@@H](C)CO)C(=O)c2cc(NC(=O)C3CCCCC3)ccc2O1	-0.1	-1.1
61	Cc1ccc(S(=O)(=O)N2C[C@@H](O)COC[C@H]3O[C@@H](CC(=O)N[C@H]4CCN(Cc5ccccc5)C4)CC[C@@H]32)cc1	-0.9	1.1
62	C[C@H]1CN([C@@H](C)CO)C(=O)Cc2cc(NC(=O)Cc3cn(C)c4ccccc34)ccc2O[C@H]1CN(C)Cc1ccc(C(F)(F)F)cc1	-13.1	-5.4
63	C[C@H]1CN([C@@H](C)CO)C(=O)Cc2cc(NC(=O)CCC(F)(F)F)ccc2O[C@H]1CN(C)Cc1ccc(C(=O)Nc2ccccc2N)cc1	0.7	-1.4
64	COc1ccccc1NC(=O)N[C@@H]1C=C[C@@H](CC(=O)N[C@@H](C)c2ccccc2)O[C@@H]1CO	-0.3	1.2
65	CNC[C@@H]1Oc2cc(C#CC(C)C)ccc2S(=O)(=O)N([C@H](C)CO)C[C@H]1C	-1.1	4.6
66	O=C(C[C@H]1C=C[C@H](NC(=O)Nc2ccc3c(c2)OCO3)[C@H](CO)O1)NCc1ccc2c(c1)OCO2	0.0	-0.2
67	C[C@@H]1CN([C@H](C)CO)C(=O)Cc2cc(NS(=O)(=O)c3ccc(F)cc3)ccc2O[C@@H]1CN(C)CC1CC1	-1.9	-3.0
68	C[C@@H]1CCCCO[C@H](CN(C)C(=O)Nc2ccccc2)[C@H](C)CN([C@H](C)CO)C(=O)c2cc(NC(=O)Cc3ccccc3)ccc2O1	0.3	-1.1
69	C[C@@H]1CN([C@@H](C)CO)C(=O)c2cc(NC(=O)C3CCCCC3)ccc2O[C@@H]1CN(C)Cc1ccc(C(=O)Nc2ccccc2N)cc1	0.4	-0.6
70	COc1ccccc1CN1CC[C@@H]2[C@@H](CO)Nc3ccc(C#Cc4ccccc4)cc3[C@@H]21	0.5	2.0
71	O=C(Nc1cccc(F)c1)N1CCCCN2[C@H](CO)[C@H](c3ccc(-c4ccccc4F)cc3)[C@H]2C1	0.6	-2.3
72	N#C[C@H]1[C@@H](c2ccc(C3=CCCC3)cc2)[C@H](CO)N1C(=O)c1cccc(F)c1	-2.5	9.6
73	COCC(=O)Nc1ccc2c(c1)[C@H]1C[C@@H](CC(=O)NCc3ccccc3)O[C@H](CO)[C@H]1O2	-0.2	-1.0

# Some of the compounds tested, so the mix of outcomes need not match the whole.
